# Bioassay records from PubChem.
# MCF10A rerep = induces DNA re-replication in MCF 10a normal breast cells | MCF 10A DNA re-replication, Hoechst nuclear intensity, 48 h | Potency, µM (series often up to 46.1 µM), for the others: at the top dose activity, positive = re-replication, usual class: activators | hit rate 2.9% among 350,000 | AID 624296; further: potency means the concentration at half of the fitted maximal effect; % of control where 0% means no effect; nearly all actives have a fitted effect of over 50% in size
# HT1080 IDH1KD tx = HT-1080 IDH1 knockdown cell toxicity (counter line); HT-1080 IDH1 knockdown viability, ATP luminescence, 48 h; Potency, µM (series often up to 46.1 µM), for inactives: top-dose activity, negative = toxicity, hits mostly cytotoxic; hit rate 2% among 360,000; AID 686971;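 further: potency means the concentration at half of the fitted maximal effect; 0% = DMSO wells and -100% = cell-free medium wells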
#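 After a 2 h attachment period, IDH1KD HT-1080 cells took pin-transferred compound for 48 h at 37 °C; ATP-based luminescence after 10 min room-temperature reagent incubation reported viability.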
# HT1080NT lethal = kills 2HG-producing HT-1080-NT fibrosarcoma cells; Potency, µM (doses to about 46.1 µM), inactives show at the highest dose activity, negative = less viability, usual class: cytotoxic; hit rate 1.6% among 360,000; HT-1080-NT fibrosarcoma viability, CellTiter-Glo ATP luminescence, 48 h;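 further: NT is the 2HG producing partner of a matched IDH1 knockdown line; potency means the concentration at half of the fitted maximal effect; 0% = DMSO-treated cells and -100% = media-only wells without cells; nearly all actives have a fitted effect of over 55% in size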
#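 Read-out is CellTiter-Glo luminescence after 10 minutes at room temperature, following 48 hours' compound treatment of HT-1080-NT cells (750 cells/well, RPMI, 5% FBS, 37 degrees C).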
# ATXN viability = viability counter-screen for ATXN expression inhibitors; S2 cells (HEK-293 line with an ATXN2-luciferase reporter) viability, CellTiter-Fluor protease fluorescence, 24 h; Potency, µM (series often up to 56.7 µM), actives largely listed as cytotoxic; hit rate 0.49% among 400,000; AID 651635; further: potency means the concentration at half of the fitted maximal effect; nearly all actives have a fitted effect of over 40% in size
# ATXN2 expr inh = inhibitors of ATXN2 expression; Potency, µM (series often up to 57 µM), without a hit: at the top dose activity change, negative = inhibition, most hits filed as inhibitors; hit rate 0.72% among 360,000; HEK-293 ATXN2-luciferase reporter, luminescence, 24 h; further: potency means the concentration at half of the fitted maximal effect; on the % scale 0 is the no-effect control and ±100 the full control effect; nearly all actives have a fitted effect of over 55% in size
#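 ATXN2-luciferase reporter cells (luciferase flanked by upstream and downstream ATXN2 gene portions) were treated 24 h at 37 °C with compounds at up to 57 uM. SteadyGlo luminescence gave expression; GF-AFC fluorescence gave viability.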
# SW480 rereplic = inducers of DNA re-replication in SW480 colon cancer cells; hit rate 1.8% among 340,000; AID 624297; SW480 DNA re-replication, Hoechst DNA content imaging, 48 h; Potency, µM (doses to about 46.1 µM), inactives show at the top dose re-replication activation, hits mostly activators; further: potency means the concentration at half of the fitted maximal effect; % of control where 0% means no effect; nearly all actives have a fitted effect of over 55% in size
#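 Treated cells incubate 48 hr (37 C, 5% CO2), are stained 40 min with Hoechst, and nuclear fluorescence is enumerated; a rise in nuclei with high DNA signal marks re-replication.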
# HepG2 tox = kills HepG2 cells in TGF-b inhibitor counter-screen | HepG2 CAGA-GFP viability, ATP luminescence, 18 h | Potency, µM (highest dose often 46.1 µM), for inactives: at the top dose activity change, negative = cytotoxicity, most hits filed as cytotoxic | hit rate 0.76% among 410,000 | AID 588856; further: potency means the concentration at half of the fitted maximal effect; some results filed as inactive show a strong effect at the top dose
#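 HepG2 CAGA-GFP cells (1000/well, DMEM with 1% FBS) received compound, then TGF-beta at 500 pg/mL final, and were incubated 18 hours at 37 degrees C. Viability was read by CellTiter-Glo luminescence. Media-only wells were set as complete cell-killing and DMSO as no toxicity.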
# IL-1B inflam inh = blocks inflammasome-driven IL-1 beta release. activity change, % at 57.5 µM. THP-1 LPS/ATP IL-1B secretion, AlphaLISA, 16 h; stronger effect = lower value. hit rate 4.7% among 360,000; in the data active means activity change below about -50%; inconclusive means mostly about -30% to -49%; further: on the % scale 0 is the no-effect control and ±100 the full control effect
#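 THP-1 cells pretreated 1 hr with compounds (up to 57.5 uM final), then stimulated with LPS (250 ng/mL final) plus ATP (1.25 mM final); secreted IL-1B measured by AlphaLISA after 16 hr, decreased signal indicating inhibition.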
# KB-3-1 tox = kills parental KB-3-1 adenocarcinoma cells; KB-3-1 viability, CellTiter-Glo ATP luminescence, 72 h; Potency, µM (top dose mostly 46.1 µM), inactives show at the highest dose activity change, negative = cytotoxic, hits mostly cytotoxic; hit rate 1.4% among 400,000; AID 1347075; further: potency means the concentration at half of the fitted maximal effect; on the % scale 0 is the no-effect control and ±100 the full control effect; nearly all actives have a fitted effect of over 60% in size
#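 KB-3-1 cells, DMEM (no phenol red) + 10% FBS; compound by pin transfer, 72 h, 37 °C. Readout: CellTiter-Glo luminescence after 10 min. Data normalized, curve-fitted.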
# Starred values were filed as active, the others as inactive; i = inactive; ? = inconclusive; / = no result given; [ ] = dose if it differs, or a comment. Unless noted, the call rests on the fitted dose curve; in most records, active means well fitted curve in the direction sought with a large enough effect; inconclusive means small, poorly fitted or top-dose-only effect, or another doubt; inactive means no such curve, though single readings can be large; an effect the other way counts as inactive or inconclusive. No enrichment for hits; about 8.9% have a hit in one of these screens.
SMILES,MCF10A rerep,HT1080 IDH1KD tx,HT1080NT lethal,ATXN viability,ATXN2 expr inh,SW480 rereplic,HepG2 tox,IL-1B inflam inh,KB-3-1 tox
COc1cccc(-c2cc(CNC(=O)[C@H]3O[C@@H](n4ccc(N)nc4=O)[C@H](O)[C@@H]3O)no2)c1,/,27%,17%,i,12%,/,-2%,0,0%
CCOc1ccc(-n2c(-c3ccc(Cl)cc3)c[n+]3c2SCC3)cc1,?,23µM*,-10%,i,?,1%,-28%,-86*,16µM*
CC[C@H](C)/C=C/C1=CC2=C(Cl)C(=O)[C@@]3(C)OC(=O)C(C(=O)[C@H](C)[C@@H](C)O)=C3C2=CO1,?,-16%,1%,/,?,-5%,-61%,-3,-4%
C[C@@H]1CCC2[C@](C)(CO)[C@@H](O)CC[C@]2(C)[C@@]12CC[C@@](CO)(CC(=O)O)O2 (some centres not stated),-2%,3%,14%,i,/,2%,7%,-3,1%
CCOC(=O)c1c(Cl)c(C)nn1-c1nc(OC)cc(OC)n1,-50%[inhibitor],0%,14%,i,-18%,-330%[inhibitor],4%,-2,?
O=C1Nc2ccc(S(=O)(=O)NCC3CCCO3)c3cccc1c23 (configuration not stated),-1%,-9%,0%,/,/,?,-29%,39,-4%
COc1ccc(C(=O)c2ccc(CC#N)s2)cc1,-2%,?,?,?,77%[activator],6%,-6%,-8,?
Cc1cc(C)cc(NC(=O)c2ccc3c(O)c(S(=O)(=O)c4ccccc4)c(=O)[nH]c3c2)c1,/,/,/,i,0%,/,-2%,/,-4%
CC1(C(=O)N(CC(=O)NC2CCCC2)Cc2ccc(Cl)cc2)CC(=O)N=C2C=CC=CN21 (configuration not stated),-2%,-2%,7%,i,-19%,1%,1%,26,3%
CC(C(=O)N1CCOCC1)c1ccccc1 (configuration not stated),29%,1%,2%,i,5%,-9%,3%,-1,-4%
Cn1c(=O)c2c(ncn2CC(N)=O)n(C)c1=O,-4%,8%,10%,i,5%,-4%[9.22 µM],4%,35,25%
COc1ccc(OCCSc2nc(-c3ccccc3)cc(=O)[nH]2)cc1,?,7%,2%,i,1%,-3%,-1%,7,0%
CC(C)=C(NC(=O)c1ccccc1Br)C(=O)NCCc1nc2ccccc2[nH]1,1%,-5%,-7%,i,23%,7%,-1%,17,-4%
O=C(NCCO)c1cc2ccccc2cc1O,16%,-17%,0%,i,2%,?,-2%,-2,0%
O=[N+]([O-])c1ccc(N(CC(O)CN2CCCCC2)S(=O)(=O)c2ccccc2)cc1 (configuration not stated),-4%,-24%,-20%,i,-13%,-5%,-8%,-10,-2%
COc1ccc(C(=O)N2CCC2(C)C(=O)O)cc1F (configuration not stated),/,10%,14%,i,2%,/,-5%,-1,0%
Cc1nc2cc(NC(=O)Nc3ccccc3Cl)ccc2n1C,16%,-22%,-13%,i,?,2%,-36%,?,0%
O=C(CSc1nc(-c2ccco2)cc(C(F)(F)F)n1)NCC1CCCO1 (configuration not stated),1%,3%,-1%,i,2%,0%,-1%,12,9%
COc1ccc(Cl)cc1C(=O)NNC(=O)COC(=O)c1ccc(Br)o1,-2%,-6%,-1%,i,4%,6%,-28%,2,2%
Cc1ccc(NC(=O)CCc2nc3ccccc3c(=O)[nH]2)cc1S(=O)(=O)N1CCOCC1,-12%,-1%,-3%,i,-34%,2%,8%,17,-4%
Cc1ccc(C(=O)Nc2ncc(Cc3ccccc3)s2)o1,?,/,/,/,/,-20%,-35%,0,3.5µM*
CCCN1C(=O)/C(=C/c2ccc(N3CCOCC3)cc2)NC1=S,15%,17%,11%,i,-21%,2%,-21%,22,12%
COc1ccc(CCNC(=O)c2nnn(CC(=O)Nc3ccccc3)c2N)cc1OC,-10%,-2%,-17%,i,-10%,-5%,-13%,225,?
CC1=Nc2cc(C(=O)NCCCN3CCN(C)CC3)ccc2Sc2ccc(C)cc21,?,-13%,-24%,?,/,6%,-39%,-2,-1%
CC(C)NC(=O)NC(=O)COC(=O)/C=C/c1ccc2c(c1)OCO2,1%,2%,7%,i,-4%,-8%,1%,-22,8%
O=C(CC1c2ccccc2C=C(c2ccsc2)N1c1ccc(-c2cccnc2)cc1)C1CC1 (configuration not stated),/,-8%,-2%,i,-24%,/,/,-13,?
COc1ccccc1CNCC(O)(c1ccc(F)cc1)c1ccc(F)cc1,1%,-12%,-17%,?,/,-10%,-48%,-26,-6%
COCc1ccc(CN2CCCC(CO)(Cc3cccc(Cl)c3)C2)o1 (configuration not stated),-1%,-3%,-8%,i,-14%,15%,-8%,-8,-19%
CCOc1ccc(NC(=S)N2CCC(C(N)=O)CC2)cc1,0%,-4%,-4%,i,-5%,1%,0%,-8,-6%
CCn1c(SC(=O)NC2CCCCC2)nnc1-c1cccs1,4%,0%,-2%,i,-15%,-1%,-4%,-20,?
CCOc1cc(C)c(S(=O)(=O)NCCCn2ccnc2)cc1C,-1%,-10%,-15%,i,-24%,-12%,-29%,7,-6%
COc1ccc(/C=N/NC(=O)c2ccc(CN3C(=O)c4cccc5cccc3c45)cc2)cc1O,16µM*,-4%,?,i,/,-84%[inhibitor],-6%,16,2%
CCc1ccccc1NC(=O)c1nn(-c2ccc(C)cc2)c(=O)c2c1c1ccccc1n2C,/,/,/,i,10%,/,-60%,/,5%
COc1ccc(NC(C)=O)cc1S(=O)(=O)NC(Cc1ccccc1)C(=O)NCc1ccccc1C (configuration not stated),-3%,19%,6%,i,14%,-1%,-5%,1,6%
Cc1ccc(CN2CCNC(=O)C2CC(=O)NC2CCCCCC2)o1 (configuration not stated),0%,22%,8%,i,1%,-8%,0%,2,-6%
COC(=O)[C@]12CCCCC=C1N(Cc1ccc(Cl)cc1Cl)C(=O)[C@H](CC(=O)NCc1cccs1)C2,/,-28%,-24%,?,-21%,/,/,0,?
Cc1ccc(-c2nnc(-c3ccccc3)o2)cc1Br,7%,7%,19%,i,49%[activator],1%,-16%,19,-9%
CN(C)c1ccc(/C=N\NC(=O)c2ccc(Cn3cc(Cl)cn3)cc2)cc1,19%,?,?,i,2%,?,-4%,6,?
CCCN(CCC)C(=O)C1CCN(c2ccc(S(=O)(=O)N3CCOCC3)cc2[N+](=O)[O-])CC1,12%,-7%,-3%,i,-7%,-5%,-3%,9,-18%
CCOC(=O)c1sc(NC(=O)Nc2ccc(F)cc2)nc1C,13%,-2%,-7%,i,136%[activator],-9%,-28%,/,?
CCOc1ccccc1-c1noc(CCC(=O)Nc2cccnc2)n1,0%,4%,4%,i,-18%,6%,7%,15,17%
CC(=O)N1CCN(CC(=O)Nc2ccc(C)c(S(=O)(=O)N(C)C)c2)CC1,?,19%,23%,i,-12%,-19%,-4%,-13,-3%
CC(C)n1c(NCc2nc3ccccc3n2C)nc2ccccc21,4%,-6%,0%,i,14%,2%,-22%,-16,2%
CC(C(=O)Nc1cccc(C#N)c1)n1nc(-c2ccccc2)c2c(c1=O)CCCC2 (configuration not stated),/,/,/,i,3%,/,-11%,/,?
C[C@H](NC(=O)c1ccccc1)C(=O)OCC(=O)Nc1ccc2c(c1)OCO2,4%,7%,7%,i,/,-4%,-3%,3,4%

# An excerpt from above, showing only HepG2 tox:
compound | HepG2 tox
CCCN(CCC)C(=O)C1CCN(c2ccc(S(=O)(=O)N3CCOCC3)cc2[N+](=O)[O-])CC1 | -3%
C[C@H](NC(=O)c1ccccc1)C(=O)OCC(=O)Nc1ccc2c(c1)OCO2 | -3%
CC(C)n1c(NCc2nc3ccccc3n2C)nc2ccccc21 | -22%

# (continued)
SMILES,MCF10A rerep,HT1080 IDH1KD tx,HT1080NT lethal,ATXN viability,ATXN2 expr inh,SW480 rereplic,HepG2 tox,IL-1B inflam inh,KB-3-1 tox
Cc1cccc(N2C(=O)C3C4C=CC(CC4)C3C2=O)c1 (configuration not stated),9%,-4%,0%,i,/,-7%,-3%,3,-3%
Cc1cc(NCCO)nc(-n2nc(C)cc2C)n1,-4%,6%,5%,?,11%,2%,21%,0,-7%
O=C(C[n+]1ccc2ccccc2c1)c1ccc2ccc3ccccc3c2c1,/,?,?,i,-34%,/,/,?,3%
COc1ccc(NC(=O)Cn2cnc3c(cnn3C(C)(C)C)c2=O)cc1OC,-2%,20%,12%,i,3%,-19%,15%,4,27%
O=C1CC(SCCO)C(=O)N1c1ccccc1 (configuration not stated),-5%,-17%,2%[9.24 µM],i,2%,1%,2%,-3,-12%
CCNC(=O)c1cc2n(n1)CCCN(Cc1ccc(C)cc1)C2=O,/,/,/,i,-4%,/,-32%,/,-5%
COc1ccc(/C=N/OC(=O)Nc2ccc(Cl)cc2)c(OC)c1,3%,-15%,1%,i,34%,0%,0%,?,2%
O=C(Nc1ccc(Br)cc1)C1CCCN(S(=O)(=O)c2ccc(Br)s2)C1 (configuration not stated),/,/,/,i,-8%,/,-18%,/,-12%
COc1ccc(C2=C(C)C(=O)N(Cc3ccc(C(=O)NCc4ccc(C)cc4)cc3)S2(=O)=O)cc1,/,/,/,i,0%,/,-34%,/,-1%
Cn1c(=O)[nH]c(=O)c2c1nc(N1CCCCC1)n2CC(O)CN1CCCCC1 (configuration not stated),2%,7%,-1%,i,5%,1%,1%,15,-1%
CCC1Oc2ccc(C)cc2N(CC(=O)NCCCN2CCN(Cc3ccccc3)CC2)C1=O (configuration not stated),-1%,10%,?,i,-11%,18%,-34%,-21,2%
COc1cc(Cl)c([C@@H]2C[C@H]3CN(c4ccccc4)C(=O)[C@]34CCCN24)cc1OC,7%,1%,-1%,i,-11%,-18%,0%,22,4%
O=C(CSCC(=O)c1ccccc1)Nc1ccccc1Cl,0%,6%,11%,i,1%,-7%,-1%,-11,2%
